# Screens: PubChem, National Center for Advancing Translational Sciences (NCATS)
# TGFb inhibitor: qHTS for Inhibitors of TGF-b | AID 588855, 2011 | Potency, µM (top dose mostly 46.1 µM), for the others: at the highest dose activity, negative = inhibition, actives largely listed as inhibitors | hit rate 1.2% among 410,000 | HepG2 CAGA-GFP TGF-b/SMAD3 reporter, GFP fluorescence, 18 h; TGF-beta stimulated, 500 pg/mL final; also: potency is read from the fitted curve at half-maximal effect; % is scaled to controls: 0 for no effect and ±100 for the full control effect; nearly all actives have a fitted effect of over 65% in size
#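 HEPG2 CAGA-GFP reporter cells (1000/well, DMEM with 1% FBS) received compounds, then recombinant TGF-beta at 500 pg/mL final for 18 hours at 37 degrees C. Per-cell GFP summed per well was normalised to unstimulated and stimulated DMSO controls before curve fitting.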
# Nrf2 activator: qHTS of Nrf2 Activators. AREc32 ARE-luciferase reporter (MCF7-derived line), luminescence, 24 h. Potency, µM (highest dose often 46.1 µM), inactives show at the highest dose activation, hits mostly activators. hit rate 0.31% among 410,000. AID 624171, 2012; also: potency is read from the fitted curve at half-maximal effect; % of control where 0% means no effect; nearly all actives have a fitted effect of over 65% in size
#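 For detection, Steady-Glo was added and plates sat 30 min at RT; before that, AREc32_Fluc cells grown overnight in OPTI-MEM/5% FBS had been treated with 23 nL compound for 24 hr at 37 deg C.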
# MmCpn inh: Inhibitors of TCP-1 ring complex (TRiC) of Methanococcus maripaludis (MmCpn): qHTS; Potency, µM (titrated, usually from 76.9 µM), for inactives: at the highest dose activity, negative = inhibition, usual class: inhibitors; hit rate 0.031% among 330,000; AID 504842, 2011; Chaperonin Mm-Cpn (Methanococcus maripaludis); purified Mm-Cpn ATPase, ADP Transcreener TR-FRET; also: potency is read from the fitted curve at half-maximal effect; % is scaled to controls: 0 for no effect and ±100 for the full control effect; nearly all actives have a fitted effect of over 80% in size
#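 Measured: ADP formation by purified Mm-CPN. Conditions: 25 nM protein, 10 uM ATP, Tris pH 7.4 with Mg2+, K+ and DTT, 37°C for 30 min. Detection: Transcreener HTRF after 30 min at room temperature.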
# EPAC2 antagonist: qHTS for Antagonist of cAMP-regulated guanine nucleotide exchange factor 2 (EPAC2): primary screen | AID 720708, 2013 | Potency, µM (titrated, usually from 114 µM), for the others: top-dose activity, negative = inhibition, usual class: inhibitors | Rap guanine nucleotide exchange factor 4 (Homo sapiens), Q8WZA2 | hit rate 0.18% among 360,000 | EPAC2 GEF exchange of Rap1B-BODIPY-GDP, fluorescence; also: potency is read from the fitted curve at half-maximal effect; % is scaled to controls: 0 for no effect and ±100 for the full control effect; nearly all actives have a fitted effect of over 45% in size; many of its hits are not listed in these tables
# Target sequence (Q8WZA2 whole entry, looked up): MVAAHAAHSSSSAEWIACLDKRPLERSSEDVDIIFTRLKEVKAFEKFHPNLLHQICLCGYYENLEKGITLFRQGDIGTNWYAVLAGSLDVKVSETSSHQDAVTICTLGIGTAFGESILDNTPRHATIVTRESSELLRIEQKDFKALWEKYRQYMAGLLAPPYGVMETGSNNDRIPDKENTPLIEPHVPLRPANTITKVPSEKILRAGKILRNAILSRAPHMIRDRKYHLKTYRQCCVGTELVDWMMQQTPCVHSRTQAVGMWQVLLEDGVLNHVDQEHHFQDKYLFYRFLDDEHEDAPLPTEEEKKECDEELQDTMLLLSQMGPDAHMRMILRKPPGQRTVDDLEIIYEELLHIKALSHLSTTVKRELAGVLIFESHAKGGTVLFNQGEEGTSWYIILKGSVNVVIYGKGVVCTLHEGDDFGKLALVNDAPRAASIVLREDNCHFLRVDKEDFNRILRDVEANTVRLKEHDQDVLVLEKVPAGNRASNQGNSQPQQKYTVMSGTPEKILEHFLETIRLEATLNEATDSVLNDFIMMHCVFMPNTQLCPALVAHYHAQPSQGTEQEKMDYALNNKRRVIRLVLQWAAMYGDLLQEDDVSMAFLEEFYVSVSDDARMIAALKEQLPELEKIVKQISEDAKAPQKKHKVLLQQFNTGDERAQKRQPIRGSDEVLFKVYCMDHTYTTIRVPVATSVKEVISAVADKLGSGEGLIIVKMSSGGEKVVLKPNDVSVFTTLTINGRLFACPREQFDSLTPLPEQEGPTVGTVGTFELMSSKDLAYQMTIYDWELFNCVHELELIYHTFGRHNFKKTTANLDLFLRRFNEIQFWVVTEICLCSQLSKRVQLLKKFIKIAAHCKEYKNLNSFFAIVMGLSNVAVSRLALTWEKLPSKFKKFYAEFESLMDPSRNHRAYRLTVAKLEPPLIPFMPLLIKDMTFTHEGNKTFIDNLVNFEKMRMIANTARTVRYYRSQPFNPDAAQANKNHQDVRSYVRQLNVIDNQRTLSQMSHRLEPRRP
# EPAC2 ag: qHTS for Agonist of cAMP-regulated guanine nucleotide exchange factor 4 (EPAC2): primary screen. EPAC2 activation, biochemical qHTS; response scale: 100% = 6.5 mM cAMP response. Potency, µM (highest dose often 154 µM), for inactives: at the highest dose activation, most hits filed as activators. hit rate 0.079% among 360,000. AID 720711, 2013; also: potency is read from the fitted curve at half-maximal effect; nearly all actives have a fitted effect of over 50% in size
#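 Compounds were titrated in qHTS against a Rap1B-BODIPY-GDP (250 nM) complex with EPAC2 (100 nM) and GDP (50 uM). BODIPY-GDP release tracked at 480/540 nm over 30 min at room temperature, normalized to 6.5 mM cAMP.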
# A549 tox: Nrf2 qHTS screen for inhibitors: counterscreen for cytotoxicity; A549 ARE-Fluc cells, CellTiter-Fluor viability, 18-24 h; Potency, µM (series often up to 46 µM), inactives show at the top dose activity change, negative = cytotoxicity, usual class: inhibitors; hit rate 0.16% among 390,000; AID 504648, 2011; also: potency is read from the fitted curve at half-maximal effect; % is scaled to controls: 0 for no effect and ±100 for the full control effect
#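 A549 ARE-Fluc cells in 5% FBS OPTI-MEM, 5000 cells/well, rested 2 h then exposed to compounds in concentration-response for 18-24 h at 37 °C. Viability by CellTiter-Fluor fluorescence (Ex 405/Em 525) after 30 min; luciferase luminescence (BugLite, 15 min, RT) read afterwards.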
# pAkt inh: HTS Assay for Inhibitors of Akt Phophorylation: Primary Screen; activity change, % for hits at 50 µM; Neuro2A IGF-stimulated pAkt S473 HTRF, 20 min; hits give low values; hit rate 0.32% among 360,000; in the data active = activity change below about -80%; inconclusive = mostly about -51% to -80%; also: % is scaled to controls: 0 for no effect and ±100 for the full control effect
#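 Single-point screen (50 µM final compound) in Neuro2A cells stimulated 20 min with 6 nM IGF at 37 deg C. After lysis, Ser473-phosphorylated Akt read by HTRF (ex 330 nm, em 615/665 nm) as the 665/615 ratio.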
# Nrf2 block: Nrf2 qHTS screen for inhibitors; A549 ARE-Fluc reporter, luciferase luminescence, 18-24 h; Potency, µM (series often up to 46 µM), for inactives: top-dose activity change, negative = inhibition, usual class: inhibitors; hit rate 2.1% among 360,000; AID 504444, 2011; also: potency is read from the fitted curve at half-maximal effect; % is scaled to controls: 0 for no effect and ±100 for the full control effect; nearly all actives have a fitted effect of over 60% in size
#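 Cells were seeded and rested 2 h, then exposed to compounds for 18-24 h. CellTiter-Fluor was read first as a viability measure. BugLite was added 15 min before the final luminescent read of ARE-luciferase activity in A549 cells.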
# CCT chaperon mod: High-Throughput Screening for Modulators of Cytosolic Chaperonin Activity | purified chaperonin ATPase assay, HTRF ADP detection, 30 min | activity change, % (no concentration beside the values), hits read low | hit rate 0.3% among 360,000; in the data active = activity change below about -30%; also: % is scaled to controls: 0 for no effect and ±100 for the full control effect
#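 TRiC (40 or 20 nM final, by batch activity) in 30 mM Tris pH 7.4, 100 mM KCl, 5 mM MgCl2, 1 mM DTT was treated with compound at 76 uM single dose, then 10 uM ATP, 30 min at 37 °C. ADP was read by HTRF Transcreener.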
# Active calls of the source: *; i = inactive; ? = inconclusive; . = not tested or not shown; & = joins results of further samples; [ ] = remark or other dose. Unless noted, calls follow the shape of the dose curve; as a rule, active = well fitted curve in the direction sought with a large enough effect; inconclusive = small, poorly fitted or top-dose-only effect, or another doubt; inactive = no such curve, though single readings can be large; an effect the other way counts as inactive or inconclusive.
# The line under a structure holds: TGFb inhibitor | Nrf2 activator | MmCpn inh | EPAC2 antagonist | EPAC2 ag | A549 tox | pAkt inh | Nrf2 block | CCT chaperon mod
COC(=O)CCC(=O)NNC(=O)CCC(=O)Nc1cccc(Cl)c1C
 : 7.8% | -0.1% | 1.1% | 0.5% | -0.5% | 0.1% | i | 1.6% | 1.2
COc1ccc(CN2C(=O)C(C)Nc3ncnc(N4CCc5ccccc5C4)c32)cc1 (configuration not stated)
 : ? | 13.4% | . | ? | -16.3% | . | i | . | 1.3
CCN1CCN(C(=S)Nc2ccc(Cl)cc2Cl)CC1
 : -4.0% | -0.3% | ? | 8.4% | 3.8% | 7.5% | i | 8.2% | 1.0
O=C(CSc1nnc(-c2ccco2)n1-c1ccccc1Cl)Nc1cccc(C(=O)O)c1
 : -10.0% | -0.9% | 1.6% | -0.2% | 10.0% | -3.7% | i | 16.9% | 1.2
CCOc1ccccc1NC(=O)c1nc(S(=O)(=O)Cc2cccc(C)c2)ncc1Cl
 : ? | 7.8%&14.4% | -0.4% | ? | 3.2% | -16.6%&-16.3% | i | ? | 2.0
O=C(COc1ccccc1)Nc1nc2c(s1)CCCC2
 : -21.2% | 15.4% | -0.4% | -4.4% | 15.8% | 2.0% | i | ? | -2.6
C[C@H](CO)N1C[C@H](C)[C@@H](CN(C)C(=O)Nc2ccc(F)cc2)OCc2cnnn2CCCC1=O
 : -1.8% | -0.1% | . | -14.4% | 8.1% | . | i | . | -1.1
O=C(CCNC(=O)c1ccc(Br)o1)NCc1ccc(Cl)cc1
 : -7.4% | -0.7% | 0.8% | 10.6% | 8.2% | 7.2% | i | . | 0.3
NC(=O)NC1(C(=O)O)CCCC1
 : -2.8% | 0.3% | . | 26.4% | -4.4% | -2.3% | i | 14.0% | 2.5
O=C(NNC(=O)C1[C@H]2CCCC[C@@H]12)c1ccc(=O)oc1 (some centres not stated)
 : -6.6% | 3.9% | -2.6% | 16.2% | 6.6% | 3.4% | i | ? | 2.6
CCN(CC)CCn1c(NCc2cccc(OC)c2)nc2ccccc21
 : -2.3% | 0.3% | 0.9% | -2.8% | -1.4% | -0.8% | i | -19.3% | -2.7
CO[C@H]1/C=C/O[C@@]2(C)Oc3c(C)c(O)c4c(O)c(c5c(c4c3C2=O)NC2(CCN(CC(C)C)CC2)N=5)=NC(=O)/C(C)=C\C=C\[C@H](C)[C@H](O)[C@@H](C)[C@@H](O)[C@@H](C)[C@H](OC(C)=O)[C@@H]1C
 : -4.6% | -0.9% | . | -9.7% | -3.4% | -23.4% | i | -27.7% | 0.5
COc1ccc(NS(=O)(=O)c2ccc(N3CCOCC3)c(NC(=O)c3ccc(OC)cc3)c2)cc1
 : ? | -0.2% | -2.0% | 5.2% | 20.1% | 1.1% | i | ? | 2.1
O=C(COc1ccc(Br)cc1)N1CCC(c2ccccc2)C1 (configuration not stated)
 : -6.4% | 3.8% | 1.0% | -6.3% | 6.3% | 14.0% | i | . | -0.4
O=C(NN=C1CCCC1)c1cc(O)cc(O)c1
 : 7.7% | 0.5% | -0.7% | 2.4% | 6.6% | -2.3% | i | 3.2% | 3.5

# Profiles as entered above. Screens in order: TGFb inhibitor | Nrf2 activator | MmCpn inh | EPAC2 antagonist | EPAC2 ag | A549 tox | pAkt inh | Nrf2 block | CCT chaperon mod
# Shown for CCOc1ccccc1NC(=O)c1nc(S(=O)(=O)Cc2cccc(C)c2)ncc1Cl = ? | 7.8%&14.4% | -0.4% | ? | 3.2% | -16.6%&-16.3% | i | ? | 2.0
# Shown for CCN(CC)CCn1c(NCc2cccc(OC)c2)nc2ccccc21 = -2.3% | 0.3% | 0.9% | -2.8% | -1.4% | -0.8% | i | -19.3% | -2.7
# Shown for CO[C@H]1/C=C/O[C@@]2(C)Oc3c(C)c(O)c4c(O)c(c5c(c4c3C2=O)NC2(CCN(CC(C)C)CC2)N=5)=NC(=O)/C(C)=C\C=C\[C@H](C)[C@H](O)[C@@H](C)[C@@H](O)[C@@H](C)[C@H](OC(C)=O)[C@@H]1C = -4.6% | -0.9% | . | -9.7% | -3.4% | -23.4% | i | -27.7% | 0.5
# Shown for O=C(NN=C1CCCC1)c1cc(O)cc(O)c1 = 7.7% | 0.5% | -0.7% | 2.4% | 6.6% | -2.3% | i | 3.2% | 3.5
# Shown for O=C(COc1ccc(Br)cc1)N1CCC(c2ccccc2)C1 (configuration not stated) = -6.4% | 3.8% | 1.0% | -6.3% | 6.3% | 14.0% | i | . | -0.4

# (next part)
# The line under a structure holds: TGFb inhibitor | Nrf2 activator | MmCpn inh | EPAC2 antagonist | EPAC2 ag | A549 tox | pAkt inh | Nrf2 block | CCT chaperon mod
CCC(C)n1c(=N)c(C(=O)NCc2ccccc2)cc2c(=O)n3cc(C)ccc3nc21 (configuration not stated)
 : ? | -1.0% | . | . | . | 15.2% | . | 9.6% | .
Cc1c(C)n(C)c2ccc(C(=O)N3CCN(c4ccccn4)CC3)cc12
 : 18.4% | -1.2% | 0.3% | -1.3% | 9.2% | 15.6% | i | 7.4% | 0.7
CC12CCC(=O)N1C(C(=O)Nc1ccc(F)cc1)CS2 (configuration not stated)
 : 18.2% | -0.1% | -6.3% | 0.3% | 4.1% | -1.2% | i | -3.5% | 1.0
CC(C)[N+]1=C2C=CC=CC=C2SC12C([N+](=O)[O-])=CC(=[N+]([O-])[O-])C=C2[N+](=O)[O-] (configuration not stated)
 : -27.5% | 16.0% | -2.2% | -1.2% | -2.6% | 0.0% | i | 0.0% | 0.5
CCOC(=O)c1sc2ccccc2c1NC(=O)c1coc2ccccc2c1=O
 : 0.0% | 2.6% | 1.4% | -1.2% | 17.7% | 1.6% | i | -17.3% | -3.0
CCN1CSC(=S)N(Cc2ccc(OC)cc2)C1
 : 3.98µM* | ? | 0.6% | 1.9% | 12.9% | 12.2% | i | 3.9% | -1.8
COC(=O)c1c(C(=O)OC)c2n(c1C)Cc1ccccc1C2
 : -20.2% | 0.2% | -0.8% | 13.2% | 7.8% | 4.0% | . | 6.1% | -2.1
CCC1=C(OC(=O)N(CC)CC)N2C(=O)OC(=NCc3ccccc3)[C@]2(C)[C@H]2C1=CC[C@H]1C(=O)N(CC(=O)OC)C(=O)[C@H]12
 : 2.6% | 3.1% | 0.7% | 11.8% | 7.8% | 2.8% | i | 14.0% | -4.6
C/C(=N/NC(=O)CNC(=O)c1ccncc1)c1ccco1
 : -3.2% | 0.7% | -2.0% | 11.2% | 10.5% | 1.1% | i | -7.4% | -2.6
COc1cc(OC)c(-n2c(C)cc(C=O)c2C)cc1Cl
 : 1.9% | -0.5% | -2.5% | -3.3% | 0.1% | 4.5% | i | . | -1.5
CC1CCC2(CC1)OCC1(CCC3(COC4(CCC(C)CC4)OC3)C1=O)CO2 (configuration not stated)
 : -1.3% | -0.2% | 2.7% | -3.3% | -4.6% | 2.8% | i | -2.2% | -2.4
CCC(C)c1c(N)n(S(=O)(=O)c2ccc(C)cc2)oc1=O (configuration not stated)
 : 2.4% | 0.2% | . | -5.3% | 2.2% | 0.1% | i | 8.9% | -1.0
COc1cc(C(=O)NCc2ccccc2)cc(Br)c1OC
 : -2.2% | -0.2% | -0.1% | -11.9% | 10.5% | -0.6% | i | -7.6% | -4.5
CCC1Oc2ccc(C)cc2N(CC(=O)NCCCN2CCCCC2CC)C1=O (configuration not stated)
 : -5.2% | 0.5% | -0.6% | 11.2% | -1.7% | 5.6% | i | 0.0% | -3.3
c1ccc(OCc2nc(-c3cccs3)no2)cc1
 : -1.0% | ? | -3.1% | -1.5% | 12.1% | -6.0% | i | ? | -0.4
CCc1cccc(C)c1Nc1c(-c2cccc(O)c2)nc2cnccn12
 : 11.2µM* | 3.6% | . | . | . | 7.8% | . | 9.5%[9.27 µM] | .
O=C(NCCN1CCOCC1)C1CCN(S(=O)(=O)c2ccccc2)CC1
 : 5.4% | 0.2% | . | 10.8% | -1.9% | . | i | . | 0.0
O=C(CSc1nnc(-c2cccs2)n1-c1ccccc1)c1ccc2c(c1)OCCO2
 : 7.1% | 2.4% | -3.0% | 12.7% | 8.4% | 5.0% | ? | . | 0.9
COc1ccc(OC)c(S(=O)(=O)NC2CCN(Cc3ccccc3)CC2)c1
 : -6.5% | -0.3% | -2.6% | -13.0% | 6.5% | 16.1% | i | -16.1% | -0.6
COc1ccccc1CNC(=O)CCS(=O)(=O)c1ccc(Cl)cc1
 : 12.0% | -0.3% | 0.5% | 0.6% | 2.5% | 14.7% | i | -3.8% | -0.6
COc1cccc(-n2c(SCC(=O)N3CCCCC3)nc3c([nH]c4ccccc43)c2=O)c1
 : -5.7%&-1.3% | 0.2%&-0.8% | 0.0% | 7.5% | -2.4% | -10.3%&-7.3% | i | 13.1% | 2.5
CCOc1ccc(C(=O)NCC(=O)NNC(=O)c2ccco2)cc1OCC
 : 7.7% | 0.0% | -1.3% | 23.9% | -0.6% | 15.3% | i | 14.7% | -0.6
O=C(Nc1cccc(S(=O)(=O)N2CCOCC2)c1)C1COc2ccccc2O1 (configuration not stated)
 : -2.9% | -0.2% | -25.7% | 1.9% | -4.3% | -2.5% | i | 8.8% | 2.3

# The list is partial; the hit share may differ from the screen's.
